SUMO Mot1 rescue: yeast Mot1-301 growth rescue at high temperature, primary screen, SUMOylation pathway inhibitor project, S. cerevisiae, ATP luminescence, 38.5C | S. cerevisiae Mot1-301 growth rescue; percent above DMSO median, 100 means doubled | growth rescue, % at 18.8 µM | hit rate 1% among 320,000;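 active = every valid replicate shows activation above 250% relative to neutral control wells; inactive = the rest, any valid replicate at or below 250%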;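 note: OY570 slx delta 5 strain wells were the positive control but not used for scaling; some compounds called inactive have numbers as strong as hits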
DAGLB inhibitor: DAGLB lipase inhibitors, primary screen, biochemical, fluorescence, HTS. Diacylglycerol lipase-beta (Homo sapiens), Q8NCG7. HEK293T DAGLB membrane lysate, EnzChek fluorogenic substrate. inhibition, % at 5.17 µM. hit rate 0.059% among 340,000. AID 504411, 2011; in the data active = inhibition above about 34%;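 note: 0% = enzyme with vehicle and 100% = wells lacking enzyme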
Target sequence (Q8NCG7 whole entry, looked up): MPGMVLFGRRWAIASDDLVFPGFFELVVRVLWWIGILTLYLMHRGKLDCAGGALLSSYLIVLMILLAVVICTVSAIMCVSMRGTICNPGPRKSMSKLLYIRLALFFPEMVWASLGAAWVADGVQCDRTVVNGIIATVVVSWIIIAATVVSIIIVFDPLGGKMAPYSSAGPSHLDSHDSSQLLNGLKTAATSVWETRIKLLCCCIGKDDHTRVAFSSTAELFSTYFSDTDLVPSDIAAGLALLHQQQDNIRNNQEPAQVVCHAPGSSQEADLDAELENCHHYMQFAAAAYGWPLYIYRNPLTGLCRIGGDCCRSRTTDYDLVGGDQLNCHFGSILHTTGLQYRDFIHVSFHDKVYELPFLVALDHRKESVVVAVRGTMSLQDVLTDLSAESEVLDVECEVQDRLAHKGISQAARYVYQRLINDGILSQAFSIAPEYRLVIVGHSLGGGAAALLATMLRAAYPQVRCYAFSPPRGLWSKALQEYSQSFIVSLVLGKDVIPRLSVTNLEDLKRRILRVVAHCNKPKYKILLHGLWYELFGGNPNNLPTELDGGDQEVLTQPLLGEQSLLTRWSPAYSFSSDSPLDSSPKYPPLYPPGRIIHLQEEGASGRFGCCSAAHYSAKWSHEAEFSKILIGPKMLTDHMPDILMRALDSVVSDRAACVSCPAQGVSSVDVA
Tat export inh: E. coli Tat export inhibitors, primary screen, MC4100, TorA-mCherry reporter, fluorescence, single point. inhibition, % at 10 µM. hit rate 0.036% among 340,000;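 active = mean replicate inhibition at least 50% and at least half of replicates individually reaching 50%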;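 note: exported cargo escapes ClpAP degradation while cytoplasmic cargo is degraded and loses fluorescence; 0% = median of neutral control wells and 100% = median of NaSCN control wells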
HTR5A ag ctr: HTR5A agonists in luminescence cell assay, primary screen, counter-screen for OPRM1-OPRD1 heterodimer agonist project, full-deck HTS; activation, % at 9.3 µM; hit rate 0.61% among 340,000; AID 504692, 2011; 5-hydroxytryptamine receptor 5A (Homo sapiens), P47898; cell-based; in the data active = activation mostly above about 9.5%, no sharp cut-off; inactive = mostly below about 7.6%;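 note: 0% = cells with vehicle only and 100% = reference agonist; strong numbers were not always called active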
E coli growth: E. coli V3065 growth inhibition, primary screen, counter-screen for AddAB inhibitor project, absorbance, OD600. 18 h. inhibition, % at 11.9 µM. hit rate 0.27% among 330,000;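 active = inhibition above the campaign's mean inhibition across all tested compounds plus 3 SD, cut at about 9.9% in these data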;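 note: uninfected addAB+ strain grown without phage in ampicillin broth; 0% = DMSO wells and 100% = ciprofloxacin 0.95 µg/ml wells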
AddAB inh: growth inhibition of E. coli expressing H. pylori AddAB, primary screen, AddAB inhibitor project, absorbance; AID 435030, 2010; inhibition, % at 11.9 µM; hit rate 0.29% among 330,000; in the data active = inhibition above about 12%;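 note: 0% = vehicle wells of infected cells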
PKA-R1A activ: activators of PKA-R1A holoenzyme, primary screen, biochemical, fluorescence polarization, Cy5-IP20, bovine R1A, mouse PKAc. cAMP-dependent protein kinase type I-alpha regulatory subunit (Bos taurus) + …. PKA-R1A dissociation; scaled: DMSO 0%, 113 µM cGMP 100%. activation, % at 11.4 µM. hit rate 0.083% among 340,000. AID 504707, 2011;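 active = percent activation above the mean of all tested compounds plus 3 SD, cut at about 19% in these data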;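 note: higher means more PKAc released from R1A so a rise in polarization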
PKA-R2B act: activators of PKA-R2B holoenzyme, primary screen, biochemical, fluorescence polarization, Cy5-IP20, human | cAMP-dependent protein kinase catalytic subunit beta (Homo sapiens) + cAMP-dependent … | PKA-R2B holoenzyme dissociation; R2B truncated from residue 108, S112A mutant; 0% DMSO only, 100% 113 µM cGMP | activation, % at 11.4 µM | hit rate 0.079% among 340,000 | AID 504700, 2011;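 active = activation above a cutoff set at the mean over all compounds plus 3 SD, cut at about 18% in these data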;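 note: higher means more holoenzyme dissociation and a rise in polarization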
Target sequence (P31323 whole entry, looked up, other chains not shown, the tested form may be a part): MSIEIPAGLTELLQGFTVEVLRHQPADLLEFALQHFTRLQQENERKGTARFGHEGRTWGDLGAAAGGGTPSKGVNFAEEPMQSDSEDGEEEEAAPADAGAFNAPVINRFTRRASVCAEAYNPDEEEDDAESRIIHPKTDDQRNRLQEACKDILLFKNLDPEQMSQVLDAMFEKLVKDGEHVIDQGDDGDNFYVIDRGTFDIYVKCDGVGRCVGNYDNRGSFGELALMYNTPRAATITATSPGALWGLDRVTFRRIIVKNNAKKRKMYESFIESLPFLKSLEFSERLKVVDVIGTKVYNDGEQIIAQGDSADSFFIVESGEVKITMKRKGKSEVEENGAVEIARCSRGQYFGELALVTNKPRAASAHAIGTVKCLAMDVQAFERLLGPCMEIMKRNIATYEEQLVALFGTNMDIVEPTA
CDK5 p35 inh: inhibitors of human CDK5/p35 kinase, primary screen, biochemical, single concentration; Recombinant CDK5/p35, ADP-Glo luminescence, 60 min; inhibition, % at 10 µM; hit rate 0.01% among 330,000; AID 488839, 2010;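 active = highest replicate inhibition of at least 50% and at least 75% of replicates reaching 50%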;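 note: plate controls were DMSO neutral control for no effect and GW8510 at 10 µM for full effect; many of its hits are not listed in these tables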
phage Ecoli inh: growth loss of phage-infected E. coli, primary screen, RecBCD inhibitor project, absorbance, with phage, HTS; inhibition, % at 11.9 µM; hit rate 0.26% among 360,000; in the data active = inhibition above about 11%
HTR5A inv ctr: HTR5A inverse agonists in luminescence cell assay, primary screen, counter-screen for OPRM1-OPRD1 heterodimer inverse agonist project, full-deck HTS | 5-hydroxytryptamine receptor 5A (Homo sapiens), P47898 | HTR5A cell line, inverse agonism | inhibition, % at 9.3 µM | hit rate 0.083% among 340,000; in the data active = inhibition mostly above about 23%, no sharp cut-off; inactive = mostly below about 18%;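 note: 0% = cells with DMSO and 100% = no-cell wells with DMSO; some compounds called inactive have numbers as strong as hits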
The depositor's hits bear a star; x = not tested or not shown.

Molecule,SUMO Mot1 rescue,DAGLB inhibitor,Tat export inh,HTR5A ag ctr,E coli growth,AddAB inh,PKA-R1A activ,PKA-R2B act,CDK5 p35 inh,phage Ecoli inh,HTR5A inv ctr
CCCN(Cc1cc2ccc(C)cc2[nH]c1=O)S(=O)(=O)c1ccccc1,2,-3,12,4,0.7,2.8,10,2,-3.3,1.7,1
COc1ccc2c(c1)nc(SCC(=O)c1ccc(Br)s1)n2C,6,0,0,2,-0.9,1.1,11,-2,2.8,-0.6,-4
CC(=O)NCCNc1ccc([N+](=O)[O-])cn1,14,1,8,2,-0.7,6.4,-4,10,0.9,2.8,-7
COc1ccc(/C=C2\CCC(C3CCCC3)C2=O)c(OC)c1 (stereo unspecified),1,-6,2,-5,1.4,0.7,1,-3,1.9,3.1,21
COc1ccc(NC(=O)CSc2nnc(-c3ccc(F)cc3)o2)cn1,10,1,-76,3,8.6,21*,-4,3,-0.4,24*,-8
Cc1ccc(C(=O)NC(=S)Nc2c(C)ccc3nsnc23)cc1,3,-1,-1,4,0.9,3.2,2,5,-1.2,0.0,-10
COc1ccc(C#Cc2c(-c3ccsc3)oc3ccc(N4CCOCC4)cc23)cc1,-3,-2,0,3,1.8,2.1,-3,-6,-0.8,1.0,-19
Cc1c2c(nc3nc4ccccc4n13)CC(C)(C)CC2=O,7,-1,8,4,3.5,1.1,-2,5,0.8,3.3,-12
O=C(CC(=O)Nc1cccc(F)c1)Nc1cccc(F)c1,6,-5,-3,0,0.7,3.5,5,-7,-1.0,5.6,0
COC(=O)C(C(=O)NCC1CCCO1)C1CCCC1 (stereo unspecified),-1,1,-1,-3,0.6,3.9,9,-2,0.8,1.4,8
O=C(Cc1ccccc1)NN1C(=O)/C(=C/c2ccc(C(=O)O)cc2)SC1=S,0,2,-8,5,3.3,1.3,-12,-12,6.2,0.6,1
O=C(NCc1cccs1)C1CCCCC1,-11,1,-5,5,-1.2,-0.2,-9,6,-0.5,1.3,-34
Cc1c(C(=O)Nc2ccncc2)sc2nc(-c3ccc(F)cc3)cn12,24,-1,5,19*,0.5,-0.6,-3,0,-6.7,0.3,-47
COc1ccccc1C(=O)Nc1ccnn1C1CCN(C/C=C/c2ccc(F)cc2)CC1,45,3,0,-1,-2.1,-1.6,-3,-1,1.0,4.7,-11
COc1cccc(NC(=O)CN(C)C(=O)CC2CCCCC2)c1,x,0,2,5,x,x,-1,-7,2.9,-1.5,14
Cc1cc(C)cc(NC(=O)C(NCCN2CCOCC2)c2ccccc2)c1 (stereo unspecified),-8,-1,3,1,-4.0,-4.7,-3,-9,-0.9,-6.0,-3
O=C(NCC1(c2ccccc2)CCOCC1)c1ccc(Br)o1,-12,-2,-3,2,1.6,2.2,0,5,-0.8,2.2,-7
CCOC(=O)CN(C(=O)c1snc(C(N)=O)c1N)C(C(=O)NC1CCCCC1)c1ccc(F)cc1 (stereo unspecified),-7,-1,-12,-4,-2.6,2.8,-1,10,0.6,0.0,13
CC(C)N(Cc1nccn1C)C(=O)c1cc(COc2ccc3ncccc3c2)on1,1,-1,-3,8,-0.8,0.3,-3,6,-0.4,3.1,-16
CC(=O)Nc1ccc(S(=O)(=O)NCC(=O)OCC(=O)NC(=O)C2CCCCC2)cc1,-3,0,-3,3,3.5,3.4,-11,-12,0.4,0.7,-10
CCC(C)N=Cc1c(NCc2ccco2)nc2c(C)cccn2c1=O (stereo unspecified),4,-5,-4,6,-0.9,-2.4,4,-2,1.0,2.0,-11
Cc1ccc(S(=O)(=O)NC(C(=O)O)c2ccccc2)cc1 (stereo unspecified),-7,0,-14,1,-0.6,-1.4,-3,5,-3.2,4.9,-2
CCCCn1c(N)c(N(CCC(C)C)C(=O)c2oc3ccc(OCC)cc3c2C)c(=O)[nH]c1=O,-18,2,3,-1,-0.6,-0.3,5,5,-1.3,4.2,-14
O=C(Nc1ccc(NC(=O)c2ccco2)nc1)c1cccc(F)c1,10,-2,-4,2,1.3,2.2,3,1,-1.8,5.4,0
CCC1CSC(Nc2ccc(C(=O)/C=C/c3cccc(C)c3)cc2)=N1 (stereo unspecified),-19,1,2,3,-0.6,-1.0,-1,-4,-0.7,0.9,6
CCOC(=O)c1ccccc1NS(=O)(=O)c1c(C)nc2sccn2c1=O,1,-1,6,-2,0.5,1.9,-6,-2,0.1,1.4,5
O=C(COC(=O)c1ccco1)NCc1ccco1,-29,1,-9,2,-0.4,-1.2,9,5,1.7,2.3,4
Cc1ccc(S(=O)(=O)N2CCOCC2)cc1C(=O)N1CC(C)CC(C)C1 (stereo unspecified),-10,-4,5,5,-1.2,0.8,-1,-7,-0.6,2.7,-21
COc1cccc(N(C(=O)c2snc(C(N)=O)c2N)C(C(=O)NCC2CCCO2)c2ccc(C)o2)c1 (stereo unspecified),3,3,0,-2,-1.2,-0.8,2,-6,-0.4,-4.5,5
Cc1ccc(NC(=O)CC2C(=O)N(Cc3ccccc3)C(=S)N2NC(=O)c2cccc(F)c2)c(C)c1 (stereo unspecified),12,-2,-1,-3,-0.1,-0.2,-2,-2,2.4,4.5,7

Molecule,SUMO Mot1 rescue,DAGLB inhibitor,Tat export inh,HTR5A ag ctr,E coli growth,AddAB inh,PKA-R1A activ,PKA-R2B act,CDK5 p35 inh,phage Ecoli inh,HTR5A inv ctr
Cc1cc(C)c(O)c(NC(=S)NC(=O)Cc2ccccc2)c1,44,-5,2,-2,-3.9,-2.3,-4,7,0.6,0.8,9
CCC1Oc2ccccc2N(CC(=O)Nc2ccccc2OC)C1=O (stereo unspecified),0,-2,-5,9,-2.3,0.5,-16,3,-1.6,2.3,-5
Cc1cc(NC(=O)C2CCN(S(=O)(=O)c3cccs3)CC2)no1,8,3,1,3,-1.6,3.3,-5,-6,-1.3,2.0,-7
CCCc1c(C(=O)Nc2ccc(F)cc2)cnn1-c1ccccc1,-35,-2,-1,-2,1.1,1.0,-14,-8,0.6,1.5,16
COc1ccc(F)cc1S(=O)(=O)NC1CC(C)(C)NC(C)(C)C1,x,-1,-1,8,0.6,-1.1,-19,-8,0.4,0.7,-21
CC(C)(C)OC(=O)N1CCC(C(=O)N[C@@H](Cc2ccccc2)C(=O)O)CC1,-20,3,-10,1,1.4,1.0,8,0,1.9,2.4,10
COc1ccc(/C=N/NC(=O)c2c(C)n(C)c3ccc(OC)cc23)c(OC)c1,-18,4,-11,-4,-0.9,1.8,-1,0,-2.0,2.8,11
CN(c1ccccc1)S(=O)(=O)c1cccc(C(=O)N2CCCCCC2)c1,x,0,-1,-1,x,x,-4,-1,-0.1,3.5,17
CCCC(=O)Nc1c2c(nn1-c1cccc(Cl)c1)CS(=O)(=O)C2,-11,1,1,0,-0.4,0.6,-9,-5,3.4,-3.5,12
Cc1cc(C(=O)NCCc2ccc(S(N)(=O)=O)cc2)no1,-11,0,0,0,-1.2,2.5,3,-6,0.1,3.6,0
Cn1ccsc1=NC(=O)c1cccc(OC(F)F)c1,234,-1,4,-1,0.5,0.7,-11,4,-1.8,4.0,5
O=C(NCCc1ccccc1)c1ccc(Cl)cc1[N+](=O)[O-],6,-1,0,1,x,x,7,3,1.0,1.4,-3
O=C1CCCN1c1ccc(S(=O)(=O)Nc2ccc3c(c2)OCCO3)cc1,202,3,4,5,0.1,1.3,-8,1,-1.9,-2.4,-1
Cn1ncc(Cl)c1C(=O)N/N=C/c1cc2c(cc1[N+](=O)[O-])OCO2,-11,1,-4,-2,-2.2,-0.1,-10,-4,1.4,2.4,-12
Cc1ccc(C(=O)COC(=O)CCN2C(=O)C3C4CCC(C4)C3C2=O)cc1C (stereo unspecified),10,-1,21,3,-1.3,-3.9,-8,-10,-8.7,-1.4,17
CCOC(=O)c1cnn(-c2cc(C(C)(C)C)nc3c(-c4ccccc4)c(C)nn23)c1N,24,0,-8,-1,1.0,-2.6,2,4,-0.1,1.9,-47
CCOC(=O)C1=C(c2ccccc2)NC(=O)NC1c1ccc(OC)cc1OC (stereo unspecified),-5,0,-9,-1,0.9,1.1,-10,-6,-0.1,0.6,3
CSCCNC(=O)Nc1c(-c2c(Cl)cccc2Cl)noc1C,-10,1,10,0,-3.3,-1.8,1,-6,-0.7,0.5,8
COc1cccc(-c2cc(C(=O)NCCCn3ccnc3)no2)c1,-17,3,4,3,-1.1,-0.1,-1,-4,-7.8,3.6,-8
Cc1ccc(S(=O)(=O)c2cc(O)ccc2O)cc1C,15,0,-7,-3,2.5,0.7,0,1,-0.8,2.4,8
C[C@@]12C(=O)Nc3cc(Cl)ccc3C(=O)N1[C@H]1c3cc(Cl)ccc3OC[C@@H]1[C@@H]2c1ccccc1,254,-11,2,2,-0.8,2.9,-7,-7,2.2,-1.3,-5
CCn1c(SCC(=O)Nc2ccc(OC)cc2)nc2nc3c(cc2c1=O)CCCC3,-13,-3,3,6,-3.7,-1.8,11,-4,0.7,-0.8,5
Cn1c(Cc2ccccc2)nnc1SCC(=O)NCCc1ccccc1,x,1,3,-2,2.4,1.0,11,1,-0.2,2.7,-19
CC1CC(C)CN(C(=O)c2ccc(NS(=O)(=O)c3ccc4[nH]c(=O)[nH]c4c3)cc2)C1 (stereo unspecified),31,0,11,-4,-0.9,5.5,-7,-8,-5.0,1.5,10
Cc1ccc(SCCC(=O)N2CCC(C)CC2)cc1,167,-6,-3,2,0.4,-0.6,0,-6,-0.7,2.0,-3
C=CCc1c(N(CC)CC)nc(C)[nH]c1=O,4,-1,0,8,-0.8,-1.4,4,7,-0.2,2.2,-23
Clc1ccc(-c2cccs2)nn1,-6,-2,-3,-3,-2.9,0.8,-2,-9,1.9,2.7,9
CCN(CC)CCCNC(=O)CC1Sc2ccccc2NC1=O (stereo unspecified),-19,1,-3,-1,1.8,0.6,6,1,1.0,2.6,-8
COc1ccc(Br)cc1CNCCSc1nnnn1C,-1,0,-8,6,1.9,3.9,4,3,0.0,3.4,-17
CCc1cc(C(=O)N/N=C/c2ccc(O)cc2)c2ccccc2n1,4,-5,-7,-2,0.6,3.6,3,-1,-1.5,0.1,5

Source: PubChem BioAssay
